TAAR1 ag – agonists of human TAAR1; 0.99% of 360,000 active; activation, % at 3 µM; CHO RD-HGA16 TAAR1, Fluo-8 calcium fluorescence; vehicle wells 0%, saturating PEA agonist 100%; Q96RJ0;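 active = activation above the mean activation of all test compounds in the run plus 3 SD, cut at about 38% in these data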
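System: CHO-derived RD-HGA16 cells with stable Gα16 and human TAAR1. Times: 17-24 h plating, Fluo-8 75 min 37 °C, 30 min RT. Measured by: calcium-sensitive Fluo-8 signal, excitation 470-495, emission 515-575 nm. Read-out basis: % activation relative to PEA EC100 response. Control set: DMSO and PEA EC100. Repeats: no replicates (n 1).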
M5 antag – CHRM5 antagonism in calcium assay | P08912 | CHO-hM5 cells, Fluo-8 calcium fluorescence, ACh EC80 | inhibition, % at 3 µM | 0.59% of 360,000 active;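 active = inhibition above a per-plate cutoff, the mean of that plate's test compounds plus 3 SD, cut at about 27% in these data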;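 also: 0% = acetylcholine EC80 with DMSO and 100% = DMSO without agonist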
Target sequence (P08912 whole entry, looked up): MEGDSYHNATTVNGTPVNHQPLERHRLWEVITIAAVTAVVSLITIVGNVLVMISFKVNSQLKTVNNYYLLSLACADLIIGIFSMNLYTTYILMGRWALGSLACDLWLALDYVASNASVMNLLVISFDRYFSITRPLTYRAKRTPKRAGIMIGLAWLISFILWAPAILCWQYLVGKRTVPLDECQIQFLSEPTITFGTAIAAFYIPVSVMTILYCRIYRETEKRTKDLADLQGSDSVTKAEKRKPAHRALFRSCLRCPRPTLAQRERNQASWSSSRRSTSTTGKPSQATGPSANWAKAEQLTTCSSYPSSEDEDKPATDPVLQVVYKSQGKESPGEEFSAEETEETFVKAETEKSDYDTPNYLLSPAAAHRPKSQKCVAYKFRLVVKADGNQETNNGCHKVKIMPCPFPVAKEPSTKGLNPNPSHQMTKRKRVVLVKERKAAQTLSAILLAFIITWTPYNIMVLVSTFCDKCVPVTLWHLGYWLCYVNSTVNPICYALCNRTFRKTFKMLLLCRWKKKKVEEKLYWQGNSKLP
CRFBP-R2 block – CRF-BP/CRF-R2 complex antagonism. 0.59% of 350,000 active. HEK293 CRF-R2/CRF-BP, CRF-induced calcium fluorescence. inhibition, % at 11.8 µM. AID 588475;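 active = inhibition of the ligand-induced calcium signal above about 50% at the single tested concentration, limit read from the data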
CRFBP-R2 agonist – agonists of human CRF-binding protein/CRF-R2 receptor complex; 0.46% of 350,000 active; activation, % at 13.2 µM; AID 588473; HEK293 CRF-R2/CRF-BP, calcium dye fluorescence (FLIPR); percent of saturating CRF peptide response;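 active = activation of at least 50%, plus an integration ratio under a set limit after plate pattern correction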;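 also: plate controls were neutral control wells without compound for no effect and CRF at EC100 for full effect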
CHRM5 agonist – agonists of human muscarinic M5 receptor (CHRM5). CHO-K1 hM5 cells, Fluo-8 calcium fluorescence; 0% DMSO wells, 100% maximal acetylcholine response. 0.19% of 360,000 active. P08912. activation, % at 3 µM;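 active = activation above the run's mean over test compounds plus 3 SD, cut at about 23% in these data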;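 also: signal is peak over basal fluorescence ratio across the kinetic read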
M1 PAM parental – M1 PAM counterscreen hit in parental CHO-K1 cells; ATP EC20, Fluo-8 calcium fluorescence; 0% at ATP EC20, 100% at ATP max; activation, % at 3 µM; 0.02% of 360,000 active; AID 602247;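 active = activation above the run cutoff, the mean activation of all test compounds plus 3 SD, cut at about 40% in these data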;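 also: peak over basal fluorescence ratio in a 140 s read after ATP addition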
CHRM5 PAM – CHRM5 positive allosteric modulation | P08912 | CHO-K1 hM5, Fluo-8 calcium, ACh EC20 PAM; 0% = ACh EC20, 100% = ACh EC100 | activation, % at 3 µM | 0.3% of 360,000 active | AID 624038;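 active = activation above the run cutoff, the mean activation of all test compounds plus 3 SD, cut at about 18% in these data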
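system = human M5 receptor in CHO-K1 cells | compound = one concentration, 3 µM final (nominal) | schedule = Post-acetylcholine fluorescence recording 140 s | signal = Fluo-8 calcium dye fluorescence, kinetic read | benchmarks = low control EC20 acetylcholine (0%), high control EC100 acetylcholine (100%) | repeats = singlicate, one well per test compound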
TAAR1 antagonist – antagonists of human TAAR1 | Q96RJ0 | CHO RD-HGA16 TAAR1, Fluo-8 calcium fluorescence, antagonist | inhibition, % at 3 µM | 1.5% of 360,000 active;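 active = inhibition above a per-plate cutoff, the mean inhibition of test compounds on that plate plus 3 SD, cut at about 49% in these data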;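 also: 0% = DMSO plus EC80 beta-PEA response and 100% = DMSO alone without agonist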
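Assay system: RD-HGA16 CHO cells with stable hTAAR1 and Gα16 / Reagent: EC80 β-phenethylamine stimulus / Doses: 3 µM, single point / Timing: dye loading 75 min at 37 °C, then 30 min room temperature / Measured by: Fluo-8 intracellular calcium dye fluorescence, real-time kinetic reads / Controls: vehicle wells and EC80 agonist wells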
CHRM4 PAM – CHRM4 positive allosteric modulation | CHO-K1 hM4/Gqi5, Fluo-8 calcium fluorescence, ACh EC20; 0% = ACh EC20, 100% = maximal ACh | activation, % at 3 µM | 0.4% of 360,000 active | AID 624126;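 active = activation above its plate's cutoff, the mean activation of sample wells plus 3 SD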; also: some results filed as inactive read as strong as hits
Target sequence (P08173 whole entry, looked up): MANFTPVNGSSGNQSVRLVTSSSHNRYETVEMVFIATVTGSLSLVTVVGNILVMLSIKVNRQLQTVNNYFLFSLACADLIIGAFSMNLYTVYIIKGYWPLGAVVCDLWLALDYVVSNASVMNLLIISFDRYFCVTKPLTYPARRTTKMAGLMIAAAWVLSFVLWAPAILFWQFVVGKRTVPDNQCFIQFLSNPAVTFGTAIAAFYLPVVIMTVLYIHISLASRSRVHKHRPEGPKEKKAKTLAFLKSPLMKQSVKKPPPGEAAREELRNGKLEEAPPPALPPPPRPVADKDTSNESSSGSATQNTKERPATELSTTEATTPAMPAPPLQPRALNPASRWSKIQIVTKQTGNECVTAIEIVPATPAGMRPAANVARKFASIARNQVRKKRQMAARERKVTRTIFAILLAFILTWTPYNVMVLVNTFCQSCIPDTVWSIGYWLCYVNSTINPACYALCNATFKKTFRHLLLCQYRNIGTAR
The depositor's hits bear a star; . = no result given.

SMILES | TAAR1 ag | M5 antag | CRFBP-R2 block | CRFBP-R2 agonist | CHRM5 agonist | M1 PAM parental | CHRM5 PAM | TAAR1 antagonist | CHRM4 PAM
COC(=O)c1ccc(CN2C(=O)NC3(CCC(C)CC3)C2=O)o1 (stereo not drawn) | 13 | -4 | -8 | -0.9 | -1 | 15 | -3 | 7 | 0
COc1ccc(-c2nc(-c3ccccc3)nc(N3CCN(C)CC3)c2C#N)cc1 | 12 | -2 | -25 | -0.4 | 0 | 12 | -6 | 5 | -8
COc1ccc(NC(=O)CNc2ccccc2N2CCCC2=O)cc1S(=O)(=O)N1CCOCC1 | 1 | 11 | -5 | 2.4 | 2 | 9 | 1 | -7 | 8
COc1ccc(C2=Nn3c(nnc3-c3ccco3)SC2)cc1OC | 2 | 8 | 3 | -0.7 | 2 | 4 | -7 | 22 | 18
Cc1ccc(S(=O)(=O)NNC(=O)C23CCC(CC2)C3)cc1 | 1 | -3 | -7 | 2.1 | -1 | 12 | -2 | -15 | -4
COc1cccc(NC(=O)N2CCN(C(=O)C(Cc3ccc(OC)c(OC)c3)NC(C)=O)CC2)c1 (stereo not drawn) | . | -10 | -14 | -1.0 | -1 | 14 | 8 | . | -2
CCCCCN(C(=O)CCC(=O)OCC(=O)NCc1ccc(OC)cc1)c1c(N)n(CCCC)c(=O)[nH]c1=O | 4 | 10 | 10 | 1.8 | 0 | -4 | -4 | -18 | -1
CCc1nc(N)c(C#N)c(-c2ccncc2)c1C | 2 | -4 | -3 | 1.1 | 1 | 4 | 6 | 12 | 11
N#CCC(=O)Nc1ccc(C(=O)OCC(=O)c2ccc3c(c2)OCO3)cc1 | 9 | 9 | -2 | 2.5 | 7 | -23 | -1 | 7 | 4
COc1ccc(NC(=O)c2ccc(NC(=O)c3nc4nc(C)cc(C)n4n3)cc2)cc1 | 3 | 4 | 9 | 0.2 | 3 | 14 | -1 | 3 | 14
COC(=O)[C@]12CCCCC=C1N(Cc1ccccc1)C(=O)[C@H](CC(=O)N1CCN(C(=O)c3ccco3)CC1)C2 | 9 | 7 | . | . | 4 | 8 | -13 | 33 | -3
Cc1cccc(-n2c(-c3ccoc3C)n[nH]c2=S)c1 | 4 | 0 | 13 | -4.0 | -3 | 17 | 0 | -6 | 10
Cc1ccc(C)c(-n2nnnc2SCC(=O)NCCC2=CCCCC2)c1 | 5 | 5 | -8 | -2.9 | -3 | 12 | 3 | -6 | -3
COc1ccc(CNC(=O)C2(CC3CC(c4ccccc4)=NO3)CCN(C(=O)c3cccc(O)c3)CC2)cc1 (stereo not drawn) | 4 | 14 | 16 | 0.4 | -2 | -20 | -5 | 34 | 1
C[C@@H]1CN([C@H](C)CO)C(=O)CCCn2cc(nn2)CO[C@H]1CN(C)S(=O)(=O)c1ccc2c(c1)OCCCO2 | 0 | 1 | 3 | -0.9 | 0 | 13 | 2 | 3 | 0
CCN(CC)CCCNc1nc(C)cc(COC)c1C#N | 2 | 0 | -2 | 4.5 | -2 | 3 | 10 | -2 | 12
Cc1ccc(NC(=O)C2CCCN(c3ncccn3)C2)cc1C (stereo not drawn) | 1 | 16 | -5 | -3.0 | -3 | 9 | -2 | -5 | -1
Cc1ccccc1-c1nc(CN2CCC(C(=O)NCCCN3CCCC(C)C3)CC2)c(C)o1 (stereo not drawn) | 1 | -1 | -6 | 0.0 | 1 | -8 | -5 | 4 | -5
COc1ccc(C2CC(c3ccccc3)Nc3nc(NS(C)(=O)=O)nn32)cc1 (stereo not drawn) | 3 | 4 | -2 | -0.2 | 0 | -8 | -2 | -18 | 3
NC(=O)c1nsc(C(=O)N(c2ccccc2)C(C(=O)NCc2ccc(F)cc2)c2ccc(O)cc2)c1N (stereo not drawn) | 30 | 14 | 0 | 0.1 | 4 | -2 | -9 | 74* | -18

Some of the entries above, set out differently:
mol	TAAR1 ag	M5 antag	CRFBP-R2 block	CRFBP-R2 agonist	CHRM5 agonist	M1 PAM parental	CHRM5 PAM	TAAR1 antagonist	CHRM4 PAM
N#CCC(=O)Nc1ccc(C(=O)OCC(=O)c2ccc3c(c2)OCO3)cc1	9	9	-2	2.5	7	-23	-1	7	4
COc1ccc(NC(=O)c2ccc(NC(=O)c3nc4nc(C)cc(C)n4n3)cc2)cc1	3	4	9	0.2	3	14	-1	3	14
COC(=O)[C@]12CCCCC=C1N(Cc1ccccc1)C(=O)[C@H](CC(=O)N1CCN(C(=O)c3ccco3)CC1)C2	9	7	.	.	4	8	-13	33	-3
Cc1cccc(-n2c(-c3ccoc3C)n[nH]c2=S)c1	4	0	13	-4.0	-3	17	0	-6	10
Cc1ccc(C)c(-n2nnnc2SCC(=O)NCCC2=CCCCC2)c1	5	5	-8	-2.9	-3	12	3	-6	-3
COc1ccc(CNC(=O)C2(CC3CC(c4ccccc4)=NO3)CCN(C(=O)c3cccc(O)c3)CC2)cc1 (stereo not drawn)	4	14	16	0.4	-2	-20	-5	34	1
C[C@@H]1CN([C@H](C)CO)C(=O)CCCn2cc(nn2)CO[C@H]1CN(C)S(=O)(=O)c1ccc2c(c1)OCCCO2	0	1	3	-0.9	0	13	2	3	0
CCN(CC)CCCNc1nc(C)cc(COC)c1C#N	2	0	-2	4.5	-2	3	10	-2	12
Cc1ccc(NC(=O)C2CCCN(c3ncccn3)C2)cc1C (stereo not drawn)	1	16	-5	-3.0	-3	9	-2	-5	-1
Cc1ccccc1-c1nc(CN2CCC(C(=O)NCCCN3CCCC(C)C3)CC2)c(C)o1 (stereo not drawn)	1	-1	-6	0.0	1	-8	-5	4	-5
COc1ccc(C2CC(c3ccccc3)Nc3nc(NS(C)(=O)=O)nn32)cc1 (stereo not drawn)	3	4	-2	-0.2	0	-8	-2	-18	3
NC(=O)c1nsc(C(=O)N(c2ccccc2)C(C(=O)NCc2ccc(F)cc2)c2ccc(O)cc2)c1N (stereo not drawn)	30	14	0	0.1	4	-2	-9	74*	-18

More compounds.
SMILES | TAAR1 ag | M5 antag | CRFBP-R2 block | CRFBP-R2 agonist | CHRM5 agonist | M1 PAM parental | CHRM5 PAM | TAAR1 antagonist | CHRM4 PAM
CCOC(=O)C1CCN(CC(=O)Nc2cc(C)nn2-c2nc3ccccc3s2)CC1 | 3 | 1 | -18 | 5.7 | -2 | -1 | 2 | -31 | 11
COc1cccc(-c2cc(C(=O)Nc3ccc([N+](=O)[O-])cn3)c3ccccc3n2)c1 | 4 | 10 | -108 | 0.2 | 1 | 18 | -5 | 32 | -4
COc1ccccc1C(=O)N1CCC(C(=O)c2ccc(F)cc2)CC1 | 10 | -6 | -40 | -1.2 | 2 | 14 | -1 | 11 | -5
COc1cc(NC(=O)CSc2nnc3c(C)cc4cc(C)cc(C)c4n23)c(C(=O)O)cc1OC | 4 | 0 | -26 | 0.4 | 1 | -7 | -5 | -18 | -5
COc1cccc([C@@H]2CC=C(C(=O)O)[C@H](c3ccc(Cl)cc3)N2S(=O)(=O)c2ccc(C)cc2)c1 | -2 | 5 | -8 | -0.9 | 2 | 4 | -3 | 11 | 3
CC(NS(C)(=O)=O)C(c1cccs1)N1CCN(c2ccccc2F)CC1 (stereo not drawn) | 7 | -4 | -7 | -1.3 | -2 | 10 | 0 | 9 | 5
CCCc1nc(NC(=O)c2ccccc2)nc(NC(=O)c2ccccc2)n1 | 4 | 9 | 7 | -2.7 | 1 | -8 | -2 | 17 | -9
COc1ccc([C@H]2CC(=O)C=C(/C=C/c3ccccc3)C2)cc1OC | 6 | 8 | 9 | -2.7 | 1 | -9 | -4 | 31 | -4
Cc1c(NS(=O)(=O)c2cc(NC(=O)CCN3CCCC(C)C3)ccc2Cl)c(=O)n(-c2ccccc2)n1C (stereo not drawn) | 7 | 2 | -9 | 3.2 | -6 | -7 | 0 | -14 | -10
CC(C)[C@@H]1Cc2[nH][nH]c(=O)c2[C@H](C(C)C)O1 | 1 | 8 | . | . | 1 | 11 | 0 | -2 | -1
Nc1c(Cl)cc(-c2csc(N3CCCC3c3nc4cc(Cl)c(N5CCCCC5)cc4n3CCOCCO)n2)cc1Cl (stereo not drawn) | 5 | 7 | 3 | 0.6 | 0 | 21 | 6 | 0 | 15
COc1ccc(S(=O)(=O)NCCc2ccco2)cc1OC | 5 | -2 | -1 | -0.5 | 0 | 22 | 1 | -13 | -3
O=C(N/N=C/c1ccnc2ccccc12)c1ccccc1O | 22 | 3 | -35 | -2.6 | 3 | 5 | -4 | 0 | -3
Cc1ccc(-c2cc(C(=O)N3N=C(C(F)F)CC3(O)C(F)F)c3ccccc3n2)cc1C (stereo not drawn) | 9 | -1 | -55 | 0.4 | 2 | 6 | -7 | -3 | -5
CC(C)n1cc(CN2CCC(Oc3ccc(C(=O)N4CCCC4)cc3)CC2)cn1 | 3 | 4 | -19 | 0.6 | -6 | -20 | -1 | -10 | -2
COCCn1c(C)cc(C(=O)CSc2ncnc3sc4c(c23)CCC4)c1C | 3 | 0 | 4 | -2.5 | 0 | -3 | -3 | 3 | -7
COc1ccc(-c2coc3c(CN4CCCCC4C)c(O)ccc3c2=O)cc1 (stereo not drawn) | 3 | 14 | 6 | -1.1 | 1 | 6 | -9 | -10 | -13
CC1=NN(c2ccccc2)C(=O)C1/C=C1\NC(=S)NC1=O (stereo not drawn) | 3 | 11 | -4 | 0.7 | 1 | 18 | 1 | -32 | -1
COc1ccc(-c2ccc(CN3C(C)C(=O)N(Cc4cn(CCC5OCCCO5)nn4)CCS3(=O)=O)cc2)cc1 (stereo not drawn) | 6 | -4 | 16 | -0.5 | 3 | 13 | -3 | 15 | -3
COCCNc1nnc(SCC(=O)Nc2cc(C)on2)s1 | -1 | 11 | 3 | 1.2 | 2 | 0 | 1 | 0 | 3
O=C(N/N=C/C=C/c1ccccc1)c1cccnc1 | 17 | 11 | 1 | -0.1 | 2 | 12 | -3 | 9 | -5
COc1cccc(C2CC(c3ccc(C)cc3)n3nc(N)nc3N2)c1 (stereo not drawn) | 11 | 4 | -12 | 18 | 4 | -12 | -3 | -1 | -4
O=C1NCCCC1C(=O)N/N=C/c1ccc([N+](=O)[O-])cc1 (stereo not drawn) | 2 | -11 | 2 | -1.8 | 2 | 13 | 9 | -26 | 0
COc1ncccc1-c1nnn(-c2ccccc2)n1 | 18 | 14 | 3 | -0.1 | 0 | 14 | -2 | 5 | 12
O=C(NCCN1CCN(c2ccccc2F)CC1)C1CC(=O)N(C2CCCC2)C1 (stereo not drawn) | 7 | -8 | 10 | 0.6 | -2 | 1 | -3 | 4 | 1
